DUSP3 inh = DUSP3 (human) phosphatase inhibition. P51452. recombinant VHR phosphatase, pNPP absorbance. inhibition, % at 13.3 µM. 290,000 compounds, 0.52% hits. AID 1654; in the data active = inhibition above about 50%; note: some compounds called inactive have numbers as strong as hits
Target sequence (P51452 whole entry, looked up): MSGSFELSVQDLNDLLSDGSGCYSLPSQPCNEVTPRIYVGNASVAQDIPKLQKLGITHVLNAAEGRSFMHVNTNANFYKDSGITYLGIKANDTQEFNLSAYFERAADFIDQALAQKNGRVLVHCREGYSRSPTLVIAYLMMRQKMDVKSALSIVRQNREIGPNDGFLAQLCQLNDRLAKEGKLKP
PfHsp40 yeast = compounds rescuing yeast from Plasmodium falciparum HSP40 toxicity. S. cerevisiae expressing PfHsp40, growth rescue, ATP luminescence. growth rescue, % at 12.5 µM. 340,000 compounds, 0.68% hits. AID 504582; in the data active = growth rescue above about 28%, passing the limit was not always enough; inconclusive = no clear call, values can overlap the other calls;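 note: yeast W303a lacking pdr1 and pdr3 grown in galactose medium; growth measured after three days at 30 °C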
TcdB GH inh = blocks C. difficile toxin B glycohydrolase activity; P18177; TcdB glycohydrolase enzymatic assay, plate reader; inhibition, % at 9.99 µM; 350,000 compounds, 0.24% hits; in the data active = inhibition above about 10%
Yp Topo-I inh = Y. pestis Topo-I inhibition via cleavage products; activity, % at 10 µM; 360,000 compounds, 0.064% hits; Y. pestis Topo-I cleavage product accumulation, plate reader; in the data active = activity above about 50%, passing the limit was not always enough; inconclusive = no clear call, values can overlap the other calls; note: inactives centre near 2
PriA SSB inh = inhibitors of Klebsiella pneumoniae PriA binding to SSB C-terminal tail; inhibition, % at 33 µM; AlphaScreen SSBct-PriA binding, biotinylated peptide; AID 1272365; 430,000 compounds, 0.6% hits; in the data active = inhibition mostly above about 37%, no sharp cut-off; inactive = mostly below about 20%;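 note: plate controls were negative control peptide for no effect and reference peptide for full effect; strong numbers were not always called active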
SARS 3CLpro inh = SARS-CoV 3CLpro protease inhibition | AID 1706 | inhibition, % at 6 µM | recombinant SARS-CoV 3CLpro, quenched FRET peptide cleavage | 290,000 compounds, 0.14% hits; in the data active = inhibition above about 12%
Anthrax LF prot = inhibitors of Bacillus anthracis lethal factor protease; 360,000 compounds, 0.12% hits; inhibition, % at 10 µM; P15917; multiplex microsphere protease cleavage assay, LF; note: plate controls were buffer without enzyme for full effect and enzyme alone for no effect
Target sequence (P15917 whole entry, looked up): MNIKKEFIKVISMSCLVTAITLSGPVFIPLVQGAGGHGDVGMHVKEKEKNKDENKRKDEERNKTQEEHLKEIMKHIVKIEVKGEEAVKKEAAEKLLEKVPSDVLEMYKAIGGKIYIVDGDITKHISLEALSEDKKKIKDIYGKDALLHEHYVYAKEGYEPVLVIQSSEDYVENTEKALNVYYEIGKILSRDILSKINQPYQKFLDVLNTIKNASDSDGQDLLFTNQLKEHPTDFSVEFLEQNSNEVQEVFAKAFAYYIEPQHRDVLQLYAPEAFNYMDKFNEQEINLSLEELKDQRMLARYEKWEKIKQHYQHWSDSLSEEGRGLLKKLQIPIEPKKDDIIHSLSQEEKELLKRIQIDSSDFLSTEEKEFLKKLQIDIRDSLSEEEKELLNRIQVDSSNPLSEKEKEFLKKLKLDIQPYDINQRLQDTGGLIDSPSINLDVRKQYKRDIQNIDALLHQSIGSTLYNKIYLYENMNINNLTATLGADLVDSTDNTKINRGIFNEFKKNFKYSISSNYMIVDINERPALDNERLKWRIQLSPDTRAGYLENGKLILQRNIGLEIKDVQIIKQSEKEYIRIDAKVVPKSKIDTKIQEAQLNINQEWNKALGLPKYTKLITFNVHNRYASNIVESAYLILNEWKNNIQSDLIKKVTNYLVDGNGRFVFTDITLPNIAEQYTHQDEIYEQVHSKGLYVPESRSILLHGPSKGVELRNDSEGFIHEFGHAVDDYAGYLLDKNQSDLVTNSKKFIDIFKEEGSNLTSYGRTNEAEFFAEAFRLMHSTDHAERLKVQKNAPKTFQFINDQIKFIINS
CCHF vOTU inh = CCHFV vOTU protease inhibition | Pep-AMC fluorescence | inhibition, % at 11.5 µM | 370,000 compounds, 0.55% hits | AID 651958; in the data active = inhibition above about 30%; note: 0% = vehicle wells with enzyme and 100% = no enzyme wells
BoNT-A LC inh2 = BoNT A light chain protease inhibition; multiplex microsphere protease substrate cleavage, flow cytometry; 360,000 compounds, 0.17% hits; inhibition, % at 10 µM; AID 588499; note: plate controls were buffer without enzyme for full effect and enzyme alone for no effect
Vc quorum ag = inducers of Vibrio cholerae quorum light production without autoinducers; activation, % at 18.7 µM; V. cholerae BH1578 lux reporter, luminescence, 6 h; 350,000 compounds, 0.16% hits; in the data active = activation mostly above about 9.7%, no sharp cut-off; inconclusive = no clear call, values can overlap the other calls; inactive = mostly below about 3.7%; note: not every result past the cut was called active; inactives centre near 0; reference of the scale not given here
* = called active by the depositor; i = inactive; ? = inconclusive; . = no result given; & = joins results of further samples. Cut-off read from the data, not from the text of the source, unless noted: active = inhibition above about 30%; inconclusive = no clear call, values can overlap the other calls; inactive = below that.

structure,DUSP3 inh,PfHsp40 yeast,TcdB GH inh,Yp Topo-I inh,PriA SSB inh,SARS 3CLpro inh,Anthrax LF prot,CCHF vOTU inh,BoNT-A LC inh2,Vc quorum ag
COc1ccccc1-n1c(N)c(C(N)=O)sc1=S,52*,1.3,.,-2,-12,-4,-2,-3,-0.5,i
Cc1nn(-c2ccccc2)c2sc(C(=O)NNC(=O)COc3ccccc3)cc12,10,0.1,.,-6,-4,1,-5,-5,?,-4.1
Cc1c(C)c(C)c(S(=O)(=O)NCCc2ccncc2)c(C)c1C,5,25,-0.9,-3,-2,2,-4,11,-0.7,i
Nc1ncnc2c1ncn2[C@@H]1O[C@H](CNC(=O)[C@@H](N)COCc2ccccc2)[C@@H](O)[C@H]1O,.,-1.0,.,-4,-12,.,0,.,0.3,-2.0
COc1ccc(/C=C(\NC(=O)c2ccc([N+](=O)[O-])cc2)C(=O)NCCCn2ccnc2)cc1,-7,0.2,-0.5,-3,30,4,-1,-1,0.6,-0.1
CCn1c(COc2ccc(C)cc2)nnc1SCC(=O)NCc1ccco1,44,-0.5,1.0,9,-16,-1,2,-2,-0.5,0.1
CCn1c(SCC(=O)NCC(=O)Nc2ccc(F)cc2)nnc1-c1ccncc1,1,-1.9,-1.9,1,-13,-8,-3,5,-0.1,1.2
Cc1ccc(S(=O)(=O)N(CC2CO2)c2ccccc2[N+](=O)[O-])cc1 (configuration not stated),26,-0.7,0.8,-2,7,-7,-9,14,-1.3,-0.1
O=C(NC1CCN(C(=O)NCc2ccccc2)CC1)c1ccc(F)cc1,-3,0.5,0.4,-2,-8,2,-4,7,-2.0,-0.5
CCOC(=O)Cn1nc(C)n(-c2cccc(Cl)c2)c1=O,13,12,0.4,15,0,0,-5,8,-0.4,-0.2
CCc1nc(NCCC(C)C)c2nnn(Cc3ccccc3)c2n1,6,-0.6,1.8,17,-16,-1,-11,3,0.6,-2.3
CN1C(C(=O)Nc2ccc(F)cc2F)=CC(c2ccco2)=NS1(=O)=O,6,0.3,0.3,1,1,-1,-7,9,0.0,i
CCOC(=O)C1=C(COC(=O)c2ccc(OC(C)C)cc2)NC(=O)NC1C (configuration not stated),.,-1.1,-1.2,3,-5,.,-4,-1,0.2,-0.8
Cc1ccc(C(O)c2ncc(-c3cccc4ccccc34)[nH]2)cc1F (configuration not stated),.,.,0.2,-2,.,.,-4,-5,-0.5,i
O=c1cc(Cl)[nH]c(=O)n1Cc1ccccc1,-6,-0.6,1.8,-5,-3,-1,3,-13,-4.6,-1.5
O=C(Nc1ccc(N2CCOCC2)cc1)c1cccc(-n2cnnc2)c1,53*,-0.4,-2.7,-1,-8,-1,1,3,4.3,-0.7
CCCC(=O)Nc1cc(C(=O)N2CCC3(CC2)OCCO3)ccc1S(=O)(=O)c1ccc(C)cc1,14,0.8,.,20,-2,1,-4,-14,0.5,-0.3
CC1CC(C)(C)NC(=S)N1CCC(=O)N1CCN(Cc2ccccc2)CC1 (configuration not stated),26,0.3,-0.2,1,-6,6,-7,-16,-0.8,i
CN(C)c1ccc(NC(=S)N(CCc2ccccc2)C2CC(=O)N(c3c(Cl)cccc3Cl)C2=O)cc1 (configuration not stated),5,2.0,.,7,-15,3,-1,13,-1.0,i
CSCCC(NC(=O)OC(C)(C)C)C(=O)Oc1ccc2c(=O)c(-c3ccc4c(c3)OCCO4)coc2c1 (configuration not stated),-2,0.6,.,22,4,-3,4,-31,-0.4,i
O=C(Nc1cccc(NC(=O)c2nccc3ccccc23)c1)c1ccco1,1,4.3,0.6,2,-4,.,-2,1,-1.3,i
O=C(COc1ccccc1F)Nc1cc(S(=O)(=O)N2CCOCC2)ccc1N1CCOCC1,22,3.0,0.8,21,-12,2,-3,-4,-0.1,-0.4
COc1ccc(NC(=O)N2CCC(c3ccccc3)C2)c(OC)c1 (configuration not stated),21,-1.3,0.5,7,-1,4,-3,0,-0.2,-0.2
COc1cccc(C(=O)NC2CCCc3c2cnn3-c2ccc(C)c(C)c2)c1OC (configuration not stated),14,2.0,0.3,35,3,3,10,4,8.7,-0.2
Cc1cccc(C)c1NC(=O)C1(C)CCC(=O)N1C1CC1 (configuration not stated),.,.,0.9,.,.,.,-4,-7,-0.7,.
CC(=O)Nc1ccc2nc(NC(=O)CCc3ccccc3)sc2c1,19,0.0,0.2,-3,17,-6,-2,-9,-1.0,i
COc1ccc(-n2nnnc2SC(C)C(=O)NCC(=O)Nc2ccc(F)c(F)c2F)cc1 (configuration not stated),-1,0.3,.,-8,3,-4,0,9,0.3,0.4
C/C(CC(=O)Nc1cccc(Br)c1)=N\NC(=O)c1ccc(O)cc1O,10,-0.9,-15,-13,.,-3,11,14,-0.4,i
CCO/C=N/Nc1nc(C(F)(F)F)nc2c1cnn2Cc1ccccc1,.,-0.8,-6.2,-5,.,2,-6,3,0.1,i
CCn1c(SCc2nc3ccccc3c(=O)[nH]2)nnc1-c1cccnc1,10,0.1,.,9,-13,-3,1,-4,?,i
CCN(CC)CCNC(=O)c1ccc2c(c1NCCO)C(=O)c1ccccc1C2=O,24,.,2.5,-43,16,0,.,59*,.,-0.4
CN1CCN(c2ccc(S(=O)(=O)N3CCCCC3)cc2NC(=O)c2ccc(F)cc2F)CC1,3,-1.3,.,7,4,0,-2,-5,-0.3,-0.2
Nn1c(SCc2ccccc2)nnc1C1CCCCC1,8,-0.5,-1.4,-3,6,2,10,-1,-9.1,0.6
CN(CC(=O)Nc1ccccc1Br)C(=O)c1ccc(COc2ccccc2)cc1,-17,-0.2,-0.7,42,-7,8,-2,10,-0.9,-0.3
CC(C)NCC(O)COc1ccc(CC(N)=O)cc1 (configuration not stated),12,0.7,-0.3,3,-4,.,-2,-7,0.1,i
Cc1cc(C)c(S(=O)(=O)Nc2ncn[nH]2)cc1C,26,0.1,0.8,8,-8,-5,2,7,-1.2,-0.3
COc1ccc(CC(=O)OCC(=O)Nc2ccc(Cl)cc2C)cc1,.,1.6,1.1,8,-7,.,-8,-4,-1.0,i
Cc1ccnc2nc(C(=O)Nc3ccc(N4CCOCC4)cc3)nn12,26,0.4,.,0,1,5,-2,6,-0.8,i
CC1=CC(C)(C)N(C(=O)CCl)c2cc(C)ccc21,25,0.4,0.4,2,-14,5,-3,-6,-0.4,4.5
O=C(COCc1cc(-c2ccc3c(c2)OCO3)on1)N1CCN(c2ccc(F)cc2)CC1,7,0.7,-1.1,6,-14,0,0,-1,0.0,i
O=C(Cn1c(=O)oc2ccccc21)Nc1nc(-c2ccc(Br)cc2)cs1,-18,-1.7,-0.2,12,5,1,-2,1,-0.4,i
CCOC(=O)C1(CC)NC(c2ccc(OC)c(OC)c2)C2C(=O)N(c3cccc(C(C)=O)c3)C(=O)C21 (configuration not stated),-16,-0.6,0.6,1,-3,-1,1,-5,1.2,i
O=C(CN1CCN(S(=O)(=O)c2ccccc2)CC1)NC(=O)NC1CCCCC1,10,-0.7,.,-6,2,-3,6,9,0.4,-1.7
COc1ccccc1NC(=O)N(CCCN1CCOCC1)Cc1cc2cc3c(cc2[nH]c1=O)OCO3,26,-0.8,.,4,4,.,.,3,.,-5.9
Cc1ccc(NC(=O)c2c(C)nc(Nc3nc4ccccc4o3)nc2C)cc1,8,-0.9,.,7,-20,-1,-2,-10,0.9,5.0
COc1ccccc1CNC(=O)c1c(N)n(CCCN2CCOCC2)c2nc3ccccc3nc12,10,-4.3,.,22,-51,2,1,-50,13,i
O=C1Nc2ccccc2N=C(c2ccccc2)c2ccccc21,2,.,2.9,-3,0,-2,-5,-1,-0.6,i
S=c1[nH]nc(Nc2cccc3ccccc23)s1,1,0.9,3.0,5,9,3,0,23,0.5,i
CCOC(=O)C1CCN(C(=O)C2(NC(=O)Nc3ccc(F)cc3F)CCCCC2)CC1,30,-0.9,0.4,-6,-13,-3,0,5,-0.3,-0.6
CC(NCc1cccc(OCc2ccccc2)c1)C(O)c1ccccc1 (configuration not stated),36,2.1,0.6,9,-1,4,.,2,.,-0.5
Cc1cc(N=Cc2cc(Cl)ccc2O)no1,-9,-1.0,1.5,2,4,-1,-7,-2,0.5,i
CCOc1cc(CNC2CCCC2)cc(Cl)c1OCc1ccc(F)cc1,-15,-1.2,.,14,-14,0,-10,1,-1.0,-0.4
COc1ccc([C@@H]2[C@@H]3C(=O)N(C(C)(C)C)C(=O)[C@@H]3[C@]3(Cc4ccccc4)C(=O)N(c4cccc(C)c4)C(=O)N23)cc1,.,0.8,0.6,8,6,.,0,1,-0.2,-4.5
CCCCNC(=O)c1cc2c(=O)n3cccc(C)c3nc2n(Cc2ccncc2)c1=N,9,-0.6,.,-2,-7,-9,0,-187,-3.7,-0.2
Nc1cc(C(=O)OCC(=O)NNC(=O)c2ccccc2)ccc1Cl,.,-0.4,0.1,9,-7,.,-1,-5,1.1,i
CCN1C(=O)C(c2ccc(O)cc2)(c2ccc(O)cc2)c2ccccc21,-12,-1.7,-0.5,7,-5,1,0,8,-1.2,-0.2
CSc1ccc(CN2CCC(n3nccc3NC(=O)CCCc3ccccc3)CC2)cc1,14,0.5,0.6,19,10,1,-4,-1,0.7,-5.1
O=C(NCc1ccco1)c1cccc(NS(=O)(=O)c2ccccc2F)c1,2,-0.4,0.0,3,8&-2,4,-4,-1,-0.6,i
O=C(Cc1cc(=O)[nH][nH]1)N/N=C/c1c(F)cccc1Cl,10,-0.6,3.4,1,.,4,-1,5,-0.5,-0.3
CN(CCN1CCc2ccccc2C1)Cc1nc(-c2ccc3c(c2)OCO3)no1,0,-0.2,1.2,21,0,3,1,-11,-0.4,i

New compounds follow
structure,DUSP3 inh,PfHsp40 yeast,TcdB GH inh,Yp Topo-I inh,PriA SSB inh,SARS 3CLpro inh,Anthrax LF prot,CCHF vOTU inh,BoNT-A LC inh2,Vc quorum ag
COc1ccc(OC)c(NC(=O)c2nnn(CCc3ccccc3)c2N)c1,-13,-0.6,-0.1,-3,6,-3,-5,-3,0.1,0.9
CC(Oc1ccccc1)C(=O)N1CCN(c2ccc(N3CCOCC3)nn2)CC1 (configuration not stated),.,-1.3,1.0,5,-9,.,-2,-49,2.0,-0.4
CN1CCN(C2=Cc3ccccc3Sc3cc(F)c(Cl)cc32)CC1,20,1.6,.,-7,30,2,-5,18,0.8,-0.3
CCn1c(O)c(/C=C2\C=Nc3ccccc32)sc1=O,26,2.2,-0.1,-1,.,-2,-1,-1,0.0,i
CCCNC(=O)c1ccc(-c2nc3ccccc3s2)s1,0,0.9,.,6,-13,4,-8,-46,1.1,-0.3
CCOc1ncccc1C(=O)OCC(=O)Nc1ncc(C(F)(F)F)cc1Cl,-2,1.1,.,3,0,8,2,7,0.1,-3.6
CNC(=S)N/N=C/C1=CCC2CC1C2(C)C (configuration not stated),17,-0.3,-1.4,10,.,0,-2,-3,-0.9,i

Grouped by structure: the entries above containing a CF3 group (2)
structure,DUSP3 inh,PfHsp40 yeast,TcdB GH inh,Yp Topo-I inh,PriA SSB inh,SARS 3CLpro inh,Anthrax LF prot,CCHF vOTU inh,BoNT-A LC inh2,Vc quorum ag
CCO/C=N/Nc1nc(C(F)(F)F)nc2c1cnn2Cc1ccccc1,.,-0.8,-6.2,-5,.,2,-6,3,0.1,i
CCOc1ncccc1C(=O)OCC(=O)Nc1ncc(C(F)(F)F)cc1Cl,-2,1.1,.,3,0,8,2,7,0.1,-3.6

Some of the compounds tested; rates above refer to the full screens.
